GPR35 arrestin U2OS: GPR35 antagonists blocking zaprinast-driven arrestin recruitment, primary screen, imaging, U2OS, beta-arrestin-GFP, zaprinast agonist (AID 2058); G-protein coupled receptor 35 (Homo sapiens); U2OS GPR35 beta-arrestin-GFP translocation imaging, zaprinast antagonism; higher % means a stronger effect; inhibition, % at 10 µM, or IC50 in µM where a hit was titrated; 290,000 tested, 0.052% active;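 active means inhibition of at least 50% with at least 30 cells and total cytoplasm GFP at most 10,000,000; inconclusive means under 30 cells or total GFP of 10,000,000 plus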
NTR1 ag: agonists of NTR1, primary screen, imaging, U2OS cells, beta-arrestin-GFP, high content (AID 493036). Neurotensin receptor type 1 (Homo sapiens), P30989. NTR1-U2OS beta-arrestin-GFP spot imaging, agonist mode. activation, % at 20 µM. 330,000 tested, 0.17% active;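 active means activation at or above 40% of the spot to cytoplasm intensity ratio, with at least 20 cells analyzed; inconclusive means wells under 20 cells, flagged as cytotoxic or low count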;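 further: 0% = DMSO without peptide and 100% = 100 nM NTR1 peptide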
Target sequence (P30989 whole entry, looked up): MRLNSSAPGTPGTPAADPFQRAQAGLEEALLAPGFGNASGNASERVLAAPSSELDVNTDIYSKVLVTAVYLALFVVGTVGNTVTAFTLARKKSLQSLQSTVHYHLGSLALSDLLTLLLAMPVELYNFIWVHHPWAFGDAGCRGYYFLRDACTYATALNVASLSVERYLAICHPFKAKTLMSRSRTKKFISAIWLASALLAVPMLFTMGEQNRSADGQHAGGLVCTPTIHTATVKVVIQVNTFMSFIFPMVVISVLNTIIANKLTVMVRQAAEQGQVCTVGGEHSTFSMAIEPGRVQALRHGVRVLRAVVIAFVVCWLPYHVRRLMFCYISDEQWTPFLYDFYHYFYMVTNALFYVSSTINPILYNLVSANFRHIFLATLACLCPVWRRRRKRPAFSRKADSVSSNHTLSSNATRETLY
KOR beta-arrestin-1: KOR agonists, beta-arrestin recruitment, primary screen, cell-based, luminescence, uHTS (AID 1777) | Kappa-type opioid receptor (Homo sapiens) | KOR beta-arrestin recruitment, luminescence; higher % means a stronger effect | activation, % at 10 µM, or EC50 in µM where a hit was titrated | 280,000 tested, 0.02% active; in the data active means activation above about 50%, passing the limit was not always enough; further: a part of the inactive calls stands beside numbers as strong as those of hits
West Nile antiviral: West Nile virus antiviral activity, cell-based, CPE readout (AID 1621); West Nile virus-infected cells, CPE inhibition; higher % means a stronger effect; CPE inhibition, % at 10 µM; hits with a dose series show IC50 in µM; 290,000 tested, 0.02% active; in the data active means a potency from the dose series; inconclusive means CPE inhibition mostly from about 3.7% at the one dose, without a potency; inactive means the rest, 99 in 100 with CPE inhibition below about 2.2%; further: strong numbers were not always called active
GPR55 LPI antagonism: GPR55 antagonists blocking LPI-driven arrestin recruitment, primary screen, imaging, U2OS, beta-arrestin-GFP, LPI agonist (AID 2013). G-protein coupled receptor 55 (Homo sapiens). U2OS GPR55 beta-arrestin-GFP translocation imaging, LPI antagonism; higher % means a stronger effect. one-dose inhibition, % at 10 µM; IC50 in µM for titrated hits. 290,000 tested, 0.13% active;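 active means spots per cell inhibited over 60%, with over 100 cells counted and total cytoplasm intensity under 500,000; inconclusive means wells with under 100 cells, flagged as likely toxic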;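 further: U2OS cells stably carrying GPR55 and arrestin-GFP stimulated by 5 µM LPI near EC80; imaged beta-arrestin-GFP aggregate spots per cell after agonist stimulation; plate controls were LPI-stimulated DMSO wells for no effect and DMSO wells without LPI for full effect; some results filed as inactive read as strong as hits; confirmed hits need IC50 under 10 µM and bright autofluorescent wells are also inconclusive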
Salmonella PhoP GFP: inhibitors of PhoP regulon expression, primary screen, Salmonella Typhimurium, GFP reporter (AID 1863). S. Typhimurium PhoP-regulated promoter GFP reporter, 4 h; higher % means a stronger effect. one-dose inhibition, % at 50 µM; IC50 in µM for titrated hits. 300,000 tested, 0.16% active;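 active means inhibition over 29.93%, a cutoff 3 SD above the screen mean, later confirmed by dose response; inconclusive means inhibition over 29.93% but no dose response follow-up; inactive means inhibition at most 29.93% or unconfirmed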;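 further: 0% = low Mg2+ inducing control and 100% = high Mg2+ repressing control; strong numbers were not always called active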
GPR55 beta-arrestin: GPR55 agonists via beta-arrestin recruitment, primary screen, imaging, U2OS cells, beta-arrestin-GFP redistribution (AID 1961); 290,000 tested, 0.048% active; G-protein coupled receptor 55 (Homo sapiens); U2OS GPR55 beta-arrestin-GFP redistribution imaging; higher % means a stronger effect; activation, % at 10 µM, or EC50 in µM where a hit was titrated;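 active means activation above 40% with more than 50 cells counted in the well; inconclusive means wells holding fewer than 50 cells, flagged as toxic or sparse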;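 further: U2OS osteosarcoma cells stably expressing GPR55 and beta-arrestin-GFP; plate controls were DMSO negative control for no effect and LPI positive control for full effect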
T cell HTS: modulators of CD8 T cell-vesicle binding, primary screen, mouse 2C CD8+ T cells, flow cytometry; 330,000 tested, 0.068% active; 2C CD8+ T cell-vesicle binding; active compounds read low; calls only at 7 µM; AID 2052, 2009;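 active means response, share of CD8 T cells binding vesicles, and their 90th percentile fluorescence all below set limits, cut at about 80% in these data, passing the limit was not always enough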
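Assay system – 2C mouse CD8+ T cells · Also added – QL9-loaded Drosophila micro-vesicles · Timing – Cell–vesicle co-incubation 1.5 h at 37 °C, staining 20 min on ice · Signal – flow cytometry of vesicle-bound cells · Measure – percent CD8+ FL2 mean versus row control · Controls – Peptide-free naked vesicles (low) and QL9 vesicles with 0.7% DMSO vehicle (high)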
KOR beta-arrestin-2: KOR antagonists, beta-arrestin recruitment, cell-based, luminescence, uHTS (AID 1778). Kappa-type opioid receptor (Homo sapiens). 290,000 tested, 0.091% active. one-dose inhibition, % at 10 µM; IC50 in µM for titrated hits. KOR beta-arrestin recruitment, luminescence, antagonist mode; higher % means a stronger effect; in the data active means inhibition above about 50%; further: strong numbers were not always called active
T cell HTS vesicle-bound %: further read-out of T cell HTS, marked with its call; double positive events, %; measured here: CD8+ vesicle-bound cell fraction;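 binding gate set so that unloaded-vesicle control wells show 10% double positive cells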
NTR1 ag cell count 20 µM: second read-out of NTR1 ag, no call of its own (marks repeat the call); cell count; measured here: cell count, cytotoxicity flag
Starred values were filed as active, the others as inactive; i = inactive; ? = inconclusive; . = not tested or not shown; [ ] = dose if it differs, or a comment.

SMILES	GPR35 arrestin U2OS	NTR1 ag	NTR1 ag cell count 20 µM	KOR beta-arrestin-1	West Nile antiviral	GPR55 LPI antagonism	Salmonella PhoP GFP	GPR55 beta-arrestin	T cell HTS	T cell HTS vesicle-bound %	KOR beta-arrestin-2
CC(=O)Nc1ccc(NC(=O)CSc2nnc(NC(=O)Cc3ccc(F)cc3)s2)cc1	-15%	-0.3	66	-1.9%	0.3%	5%	0%	-0.1%	i	29	4%
Cc1cccc(N(C(=O)CNC(=O)c2ccco2)C(C(=O)NC2CCCC2)c2cccnc2)c1 (stereo unspecified)	6%	2.4	64	5.6%	0.0%	12%	-4%	-0.1%	i	56	-8%
O=C(OCc1nnc(-c2ccccc2)o1)c1cc(=O)c2ccccc2o1	-10%	-0.8	35	-1.0%	1.0%	5%	12%	-0.1%	i	32	0%
COCCNC(=S)N1CCc2cc(OC)c(OC)cc2C1COc1ccc(C(C)C)cc1 (stereo unspecified)	-14%	-0.6	46	0.9%	-1.2%	14%	8%	-0.3%	i	50	11%
CCOC(=O)C(C)On1c(SC(C)C(=O)OCC)nc2ccccc2c1=O (stereo unspecified)	-11%	-0.7	81	-3.6%	0.8%	-1%	-16%	0.6%	i	37	9%
Cc1ccc(-c2noc(-c3ccno3)n2)cc1	-6%	3.4	36	3.7%	0.0%	2%	-5%	0.1%	i	29	17%
CCN1CCN(C(=O)C2CCN(S(=O)(=O)c3ccc4c(c3)NC(=O)C(C)S4)CC2)CC1 (stereo unspecified)	-1%	0.2	58	8.0%	0.2%	-13%	4%	0.3%	i	50	-10%
CCN(CC)CCCNC(=O)c1[nH]c(C)c(C(=O)NC2CCCCC2)c1C	-4%	-0.5	87	-4.4%	0.0%	11%	28%	-0.1%	i	42	16%
C/C(=N/NC(=O)c1cccc(N2CCCC2=O)c1)c1ccncc1	-13%	1.6	40	1.1%	0.1%	-1%	7%	-0.2%	i	50	24%[20 µM]
CCN1CCN(CCOc2ccccc2OCc2ccccc2)CC1	8%	1.1	35	-0.4%	-0.5%	0%	6%	0.0%	i	34	-26%[20 µM]
Cc1ncc([N+](=O)[O-])n1CC(=O)Nc1ccc(F)c(F)c1	-11%	-1.0	77	9.4%	-0.2%	-1%	0%	-0.2%	.	.	3%
CCn1ncc(C2=NOC(C(=O)NCc3ccc(Cl)cc3)C2)c1C (stereo unspecified)	-1%	0.4	81	5.4%	.	-7%	9%	-0.1%	i	32	-79%
CCc1ccc(N2NC(=O)/C(=C/C=C/c3ccco3)C2=O)cc1	4%	2.9	64	-6.2%	-0.6%	-7%	2%	-0.3%	i	27	26%
Cc1cc(N2CCN(C(=O)c3ccco3)CC2)nc(-c2ccccc2)n1	11%	-1.0	49	6.3%	-0.4%	5%	2%	-0.2%	i	68	32%
CCOc1ccccc1C(=O)Nc1nnc(SCC(=O)Nc2cc(C)on2)s1	-11%	0.8	72	-0.1%	-0.2%	7%	-5%	-0.1%	i	25	-10%
O=C(NCCCN1CCOCC1)c1ccc2nc(Cc3cccc(Cl)c3)oc2c1	-7%	-0.2	74	-1.0%	-0.7%	-2%	2%	-0.1%	i	10	8%
C/C(N)=C(/C#N)C(=O)COC(=O)CNS(=O)(=O)c1ccc2ccccc2c1	0%	1.6	48	1.4%	0.5%	-5%	3%	-0.2%	i	35	4%
CC(=O)Nc1ccc(S(=O)(=O)N2CCNC(=O)CC2)cc1	-4%	-1.7	75	-4.2%	0.6%	7%	1%	0.3%	i	28	5%
CCc1ccccc1NC(=S)Nc1cc(OC)c(NC(=O)C(C)C)cc1OC	2%	-0.9	45	-5.7%	-0.9%	7%	-3%	0.7%	i	17	8%[20 µM]
COCCNC(=O)CCCCCNS(=O)(=O)c1ccc(C)cc1	1%	-0.8	87	0.1%	-0.2%	32%	5%	0.2%	i	25	19%
O=C(O)c1ccc(CSCc2ccccc2Cl)o1	-7%	-2.6	76	-0.4%	0.2%	-2%	-3%	0.0%	i	58	15%
CCOc1ccccc1C(=O)N/N=C/c1coc2ccc(C)cc2c1=O	2%	2.2	70	0.0%	-0.4%	5%	-8%	-0.1%	i	21	-20%
N#Cc1ccc(C(=O)CSc2n[nH]c(=O)n2-c2cccnc2)cc1	6%	2.3	50	2.0%	-0.1%	14%	-6%	0.2%	i	13	-10%
CC(C)CC(=O)c1c[nH]c(C(=O)NCCCN2CCOCC2)c1	2%	4.2	80	0.4%	-0.3%	6%	-3%	-0.1%	i	44	-49%
CC(C)c1ccc(OCc2ccc(C(=O)NN3CCN(C)CC3)o2)cc1	-7%	-1.0	87	0.2%	0.7%	-3%	11%	0.2%	i	66	-22%
SMILES	GPR35 arrestin U2OS	NTR1 ag	NTR1 ag cell count 20 µM	KOR beta-arrestin-1	West Nile antiviral	GPR55 LPI antagonism	Salmonella PhoP GFP	GPR55 beta-arrestin	T cell HTS	T cell HTS vesicle-bound %	KOR beta-arrestin-2
O=C(N=Nc1c(O)[nH]c2ccccc12)c1cccc(S(=O)(=O)N2CCCCC2)c1	0%	2.3	65	2.6%	-0.1%	4%	-1%	0.2%	i	17	-4%
CCCCNC(=O)CCC(=O)N1CCN(C(c2ccccc2)c2ccccc2)CC1	11%	-0.4	57	1.0%	-0.7%	6%	-6%	-0.2%	i	6	2%
CCCc1cc(C(=O)Nc2cc(C)ccc2O)no1	14%	-1.0	44	-2.1%	-0.9%	14%	-12%	0.4%	i	26	-37%
COc1ccc(N2CCN(C(=O)c3ccccc3N(C)S(=O)(=O)c3ccc(C)cc3)CC2)cc1	-6%	-0.2	69	3.3%	-1.3%	0%	2%	0.2%	i	14	-4%
Cc1cc(C)nc(NC(=O)/C=C/c2ccc3c(c2)OCO3)c1	7%	0.4	65	1.3%	-0.4%	4%	5%	-0.3%	i	51	-9%
CC(=O)NC(=O)Nc1sc(=S)n(C)c1C	-3%	0.1	66	2.9%	0.1%	-11%	-6%	0.1%	i	54	-14%
COC(=O)c1c(NC(=O)c2ccc(C)cc2)sc(Cc2ccccc2)c1C	7%	0.5	58	-0.1%	0.0%	11%	-10%	-0.2%	i	27	-4%
NC(=O)[C@H]1CC2(CC(c3cccc(NC(=O)CC(c4ccccc4)c4ccccc4)c3)=NO2)CN1C(=O)C(c1ccccc1)c1ccccc1 (stereo partly specified)	6%	-3.0	98	3.2%	-0.8%	-3%	8%	-0.1%	i	46	5%
Cc1ccc(NC(=O)CCSc2nnc(C)s2)cc1	-9%	0.1	73	-0.2%	0.4%	3%	-5%	0.3%	i	52	-15%
O=[N+]([O-])c1cc([N+](=O)[O-])c(Oc2cc(F)cc(F)c2F)cc1NN1CCCCC1	-3%	-1.6	104	-5.2%	-0.6%	1%	-5%	0.2%	i	40	-56%[20 µM]
NC(=O)c1ccccc1O	1%	-0.6	52	-2.8%	-0.1%	-6%	-6%	-0.1%	i	25	-24%
O=C(OCC(=O)N(Cc1ccccc1)C1CCS(=O)(=O)C1)c1cc2c(s1)CCCC2 (stereo unspecified)	5%	2.9	69	-1.0%	-1.2%	9%	9%	-0.3%	i	32	-5%
Cc1ccc(N(CC(O)CN2CCCCC2)S(=O)(=O)c2ccccc2[N+](=O)[O-])cc1 (stereo unspecified)	6%	0.7	58	-8.3%	0.0%	15%	-1%	0.9%	i	46	-25%
CC(=O)c1c(C)n(CCc2ccc(Cl)cc2)c2ccc(O)cc12	3%	0.3	69	-5.4%	-0.4%	-2%	4%	-0.1%	i	8	-8%[20 µM]
Cc1ccc(NC(=O)C(=O)c2ccc(C)cc2)cc1	-6%	1.4	55	-2.6%	-0.1%	-5%	-1%	0.4%	i	18	-8%
COC(=O)c1ccccc1NC(=O)COc1ccccc1	9%	2.1	65	-0.4%	0.1%	4%	1%	0.9%	i	62	-3%
Cc1ccc(C)c(N2CCN(S(=O)(=O)CC34CCC(CC3=O)C4(C)C)CC2)c1 (stereo unspecified)	-11%	0.0	66	4.6%	-1.2%	10%	-2%	-0.2%	i	67	-25%
CC(=Nc1ccc2c(c1)nc(CO)n2C)C1=C(O)CC(C)(C)CC1=O	-4%	0.9	49	9.0%	0.2%	7%	1%	-0.1%	i	23	-1%
CC(=O)C(C(C)=O)c1c(Cl)c(O)c(O)c2c(C(=O)c3ccccc3)coc12	-4%	12	30	-1.2%	0.4%	-11%	?	-0.2%	i	19	22%
C=CCNc1nnc(SCC(=O)N2CCCCC2)c2ccccc12	-3%	-1.4	78	-4.9%	0.8%	7%	12%	-0.2%	i	48	-13%
Cc1nc(CN(C)C(=O)c2ccccc2OC2CCN(S(C)(=O)=O)CC2)cs1	7%	2.5	46	0.1%	0.0%	8%	-2%	0.1%	i	22	13%
COc1cc(/C=C2/N=C(C3CCCCC3)OC2=O)cc(OC)c1OC	6%	-0.4	66	-0.8%	-0.1%	13%	2%	-0.1%	i	54	-2%
O=Cc1ccc(-c2ccc([N+](=O)[O-])cc2Cl)o1	-3%	.	.	-2.0%	-0.5%	1%	8%	0.3%	.	.	-7%
Cc1cc(=O)[nH]c(N/N=C/c2cccs2)n1	-6%	2.0	59	15%	-0.7%	2%	2%	0.0%	i	7	-19%
CCc1nc2ccccc2c(C(=O)Oc2ccc(C(=O)OC)cc2)c1C	-2%	1.5	81	5.9%	.	12%	-1%	0.0%	i	61	14%
CCN1C(=NCC(C)C)N[C@@H](c2cccc(C(F)(F)F)c2)C(C(=O)OC)=C1C	3%	-1.7	75	-7.6%	-1.0%	4%	-2%	0.4%	i	27	-9%[20 µM]
Cc1ccc(/C=N/N2CCN(c3ccccc3)CC2)cc1	2%	-0.9	62	4.2%	-0.1%	-15%	2%	0.3%	i	29	-44%
CCC(=O)Nc1cccc(C2=NOC3(C2)C[C@@H](C(N)=O)N(C(=O)C2(C)CC2)C3)c1 (stereo partly specified)	0%	-0.8	81	4.9%	-0.4%	-16%	-9%	-0.1%	i	28	5%
Cc1ccccc1C(=O)Nc1ccc(C(=O)N/N=C/c2ccncc2)cc1	5%	-0.3	39	-4.7%	0.5%	6%	-3%	-0.5%	i	27	10%

Assay outcomes: PubChem, several laboratories
